Screening data deposited in PubChem BioAssay by Sanford-Burnham Center for Chemical Genomics.
CXCR6 block: CXCR6 (human) receptor inhibition. 360,000 tested, 0.36% active. CHO-K1 PathHunter CXCR6 beta-arrestin, luminescence. inhibition, % at 20 µM. O00574; in the data active = inhibition above about 34%, passing the limit was not always enough;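 also: antagonist mode with CXCL16 agonist at 10 nM final; 0% = 10 nM CXCL16 with DMSO and 100% = unstimulated wells without agonist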
CHOP UPR activ: apoptotic UPR (CHOP) activation; CHO-CHOP luciferase reporter, luminescence; percent of tunicamycin response over DMSO baseline; activation, % at 10 µM; 330,000 tested, 0.34% active;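 active = at 10 µM dose, activation of 40% or more, normalized to positive control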;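 also: 100% = tunicamycin at 10 µg/mL and 0% = DMSO alone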
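measured by = luciferase luminescence | assay system = CHO-CHOP cells, stable luciferase reporter of PERK-eIF2a-CHOP signalling | amount = 500 reporter cells seeded per well | timing = 6 h compound exposure at 37 °C after overnight seeding | controls = positive tunicamycin 10 µg/mL, negative DMSO alone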
Jurkat NFkB inh: inhibitors of the PMA/ionomycin-induced NF-kB reporter in Jurkat cells; AID 435003; 330,000 tested, 0.53% active; PMA/ionomycin-induced NF-kB luciferase reporter, luminescence; inhibition, % at 4 µM; in the data active = inhibition above about 50%
Gli-Sufu block: blocks Gli-Sufu signaling in a luciferase reporter. Sufu-KO-LIGHT fibroblasts, Gli luciferase reporter luminescence. inhibition, % at 5 µM. 340,000 tested, 0.74% active. AID 588413;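 active = inhibition above about 55%, limit read from the data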;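 also: 0% = DMSO-treated cells and 100% = wells with medium but no cells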
XBP1 UPR activ: activators of adaptive arm of unfolded protein response (XBP1); 330,000 tested, 0.33% active; activation, % at 20 µM; CHO-XBP1 luciferase reporter, IRE1-XBP1 UPR activation, luminescence; percent of tunicamycin response, DMSO as zero;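 active = versus positive control, 20 µM dose yields 30% or more activation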;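 also: 100% = tunicamycin at 10 µg/mL and 0% = DMSO only wells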
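incubation = overnight seeding at 37 °C, 6 h compound treatment at 37 °C | assay system = CHO-XBP1 cells stably carrying IRE1-XBP1-driven luciferase reporter | input = 1000 cells per well | detection = luciferase luminescence | dosing = single point, 20 µM final compound, 1% DMSO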
CCR6 antagonist: antagonists of human CCR6 receptor; P51684; CHO-K1 CCR6 PathHunter beta-arrestin, luminescence, CCL20-stimulated; inhibition, % at 20 µM; 340,000 tested, 0.49% active;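 active = compounds whose inhibition of the agonist-driven luminescence signal at 20 µM reaches about 50%, limit read from the data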;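 also: cells stimulated with CCL20 at 14 nM final; plate controls were DMSO with CCL20 for no effect and DMSO without agonist for full effect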
697 NFkB inh: inhibitors of the PMA/ionomycin-induced NF-kB reporter in 697 B cells; 697 B-cell NF-kB luciferase reporter, 16 h; inhibition, % at 4 µM; 330,000 tested, 0.33% active; in the data active = inhibition above about 35%
Mdm2-MdmX inh: human Mdm2/MdmX binding inhibition | O15151+Q00987 | SaOS-2 split-luciferase Mdm2/MdmX complementation, luminescence | 330,000 tested, 3% active | inhibition, % at 8 µM;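 active = inhibition of at least 50% at 8 µM in the primary screen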
Target sequence (O15151 whole entry, looked up): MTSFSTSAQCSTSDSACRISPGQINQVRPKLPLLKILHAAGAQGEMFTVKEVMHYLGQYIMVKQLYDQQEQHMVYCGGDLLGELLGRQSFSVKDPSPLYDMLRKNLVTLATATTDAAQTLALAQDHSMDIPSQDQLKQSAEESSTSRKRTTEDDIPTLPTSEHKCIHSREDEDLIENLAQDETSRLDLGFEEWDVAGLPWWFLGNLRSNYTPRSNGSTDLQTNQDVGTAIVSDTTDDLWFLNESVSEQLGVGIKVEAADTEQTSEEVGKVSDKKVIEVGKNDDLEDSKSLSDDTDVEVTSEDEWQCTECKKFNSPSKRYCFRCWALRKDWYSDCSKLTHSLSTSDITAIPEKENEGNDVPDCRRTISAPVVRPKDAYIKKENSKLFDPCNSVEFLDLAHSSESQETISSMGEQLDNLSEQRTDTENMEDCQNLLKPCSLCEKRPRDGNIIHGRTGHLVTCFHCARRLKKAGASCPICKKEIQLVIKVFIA
Target sequence (Q00987 whole entry, looked up): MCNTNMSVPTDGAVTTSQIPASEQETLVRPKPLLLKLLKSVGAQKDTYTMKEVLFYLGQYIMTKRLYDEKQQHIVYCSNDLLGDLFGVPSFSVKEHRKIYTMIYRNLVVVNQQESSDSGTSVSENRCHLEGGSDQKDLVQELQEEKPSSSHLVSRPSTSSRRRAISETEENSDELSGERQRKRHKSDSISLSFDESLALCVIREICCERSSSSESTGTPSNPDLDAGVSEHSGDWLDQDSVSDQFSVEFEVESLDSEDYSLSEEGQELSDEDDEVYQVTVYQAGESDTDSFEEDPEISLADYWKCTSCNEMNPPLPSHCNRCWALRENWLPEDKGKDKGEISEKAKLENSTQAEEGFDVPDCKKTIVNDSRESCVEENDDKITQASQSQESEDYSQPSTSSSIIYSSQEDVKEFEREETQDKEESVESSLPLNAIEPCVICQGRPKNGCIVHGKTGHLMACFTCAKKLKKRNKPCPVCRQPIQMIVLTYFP
EBI2 block: antagonists of human EBI2 receptor; P32249; EBI2 beta-arrestin recruitment, luminescence, 7a,25-OHC stimulated; inhibition, % at 5 µM; 360,000 tested, 0.81% active; in the data active = inhibition above about 38%;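 also: enzyme fragment complementation signal reports receptor beta-arrestin coupling in cells; 0% = agonist plus DMSO wells and 100% = wells without agonist; some results beyond the cut were filed as inactive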
An asterisk follows results filed as active.

For COC(=O)CS(=O)(=O)c1ccsc1C(=O)Nc1ccc(F)cc1 the results were CXCR6 block -3, CHOP UPR activ 2.0, Jurkat NFkB inh 4, Gli-Sufu block -4, XBP1 UPR activ -3, CCR6 antagonist 7, 697 NFkB inh 21, Mdm2-MdmX inh 10 and EBI2 block 3.
For CC(=O)N(C)c1ccc(NC(=O)Nc2ccccc2C)cc1 the results were CXCR6 block 0, CHOP UPR activ 3.6, Jurkat NFkB inh -64, Gli-Sufu block 8, XBP1 UPR activ 1, CCR6 antagonist 1, 697 NFkB inh -33, Mdm2-MdmX inh -49 and EBI2 block 5.
Screening S=C(Nc1ccc(N2CCOCC2)cc1)Nc1ccc2snnc2c1 returned CXCR6 block 2, CHOP UPR activ 0.9, Jurkat NFkB inh 15, Gli-Sufu block 11, XBP1 UPR activ -3, CCR6 antagonist 11, 697 NFkB inh 5, Mdm2-MdmX inh 3 and EBI2 block -3.
Screening O=C1COc2ccc(S(=O)(=O)Nc3ccc4c(c3)OCO4)cc2N1 returned CXCR6 block -4, CHOP UPR activ 1.4, Jurkat NFkB inh 8, Gli-Sufu block 0, XBP1 UPR activ -1, CCR6 antagonist 5, 697 NFkB inh -6, Mdm2-MdmX inh 0 and EBI2 block 0.
Screening CON(C)C(=O)CC(CN(Cc1ccccc1)C(=O)OC(C)(C)C)c1ccc(Cl)cc1 (configuration not stated) returned CXCR6 block 10, CHOP UPR activ 1.1, Jurkat NFkB inh -6, Gli-Sufu block -8, XBP1 UPR activ -1, CCR6 antagonist 7, 697 NFkB inh -28, Mdm2-MdmX inh 17 and EBI2 block 19.
Screening CCN1CCN(C(c2cccs2)C(C)NC(=O)c2cccc(OC)c2)CC1 (configuration not stated) returned CXCR6 block -7, CHOP UPR activ -2.0, Jurkat NFkB inh -6, Gli-Sufu block 4, XBP1 UPR activ -2, CCR6 antagonist 5, 697 NFkB inh 1, Mdm2-MdmX inh 12 and EBI2 block -2.
Screening CC(=O)NC(CC(=O)NC12CC3CC(CC(C3)C1)C2)c1ccccc1 (configuration not stated) returned CXCR6 block -1, CHOP UPR activ 2.0, Jurkat NFkB inh 2, Gli-Sufu block 10, XBP1 UPR activ -2, CCR6 antagonist 7, 697 NFkB inh 17, Mdm2-MdmX inh 16 and EBI2 block -5.
`O=C(NCCc1ccccc1F)C1CCC(=O)N(CCCN2CCCC2=O)C1` (configuration not stated) gave CXCR6 block -2, CHOP UPR activ -1.6, Jurkat NFkB inh -8, Gli-Sufu block -4, XBP1 UPR activ -4, CCR6 antagonist 4, 697 NFkB inh -6, Mdm2-MdmX inh -10 and EBI2 block -4.
`COc1ccc2ccccc2c1CNCCCN1CCOCC1` gave CXCR6 block -3, CHOP UPR activ -1.3, Jurkat NFkB inh -7, Gli-Sufu block 2, XBP1 UPR activ -2, CCR6 antagonist 0, 697 NFkB inh 25, Mdm2-MdmX inh 14 and EBI2 block -2.
Screening C=COC(=O)CSc1snc(SCC(=O)OC)c1C#N returned CXCR6 block -1, CHOP UPR activ -1.9, Jurkat NFkB inh -12, Gli-Sufu block -3, XBP1 UPR activ 0, CCR6 antagonist -26, 697 NFkB inh -5, Mdm2-MdmX inh -14 and EBI2 block -5.
Screening COc1cccc(CNC(=O)CC2C(=O)NCCN2CCCc2ccccc2)c1 (configuration not stated) returned CXCR6 block 2, CHOP UPR activ -1.6, Jurkat NFkB inh 0, Gli-Sufu block -2, XBP1 UPR activ 2, CCR6 antagonist 1, 697 NFkB inh -20, Mdm2-MdmX inh -2 and EBI2 block -4.
`CCCn1c(SCC(=O)NCc2ccco2)nnc1-c1ccncc1` gave CXCR6 block -2, CHOP UPR activ -0.2, Jurkat NFkB inh -14, Gli-Sufu block 3, XBP1 UPR activ -3, CCR6 antagonist 0, 697 NFkB inh -25, Mdm2-MdmX inh -8 and EBI2 block -2.
For Nc1cccnc1Sc1ccc([N+](=O)[O-])cn1 the results were CXCR6 block -6, Gli-Sufu block -9, CCR6 antagonist -1 and EBI2 block -15.
COc1ccc(/C(C)=N/OCC(=O)N=Nc2c(O)[nH]c3ccccc23)cc1 was read as CXCR6 block -6, CHOP UPR activ 4.0, Jurkat NFkB inh 8, Gli-Sufu block 3, XBP1 UPR activ -1, CCR6 antagonist -22, 697 NFkB inh 11, Mdm2-MdmX inh 31 and EBI2 block -11.
`CCOc1ccc(NC(=O)c2ccc(OC)cc2)cc1` gave CXCR6 block 1, CHOP UPR activ 7.3, Jurkat NFkB inh -39, Gli-Sufu block -64, XBP1 UPR activ 2, CCR6 antagonist -3, 697 NFkB inh -35, Mdm2-MdmX inh -50 and EBI2 block 13.
Screening CCN(CC)C(=O)C(=O)N/N=C/c1ccc(C(=O)O)cc1 returned CXCR6 block 4, CHOP UPR activ -1.1, Jurkat NFkB inh 1, Gli-Sufu block 1, XBP1 UPR activ -1, CCR6 antagonist 7, 697 NFkB inh 21, Mdm2-MdmX inh 0 and EBI2 block -5.
CC1CCCCN1S(=O)(=O)c1cnc(Cl)c(Br)c1 (configuration not stated) was read as CXCR6 block -14, CHOP UPR activ -0.3, Jurkat NFkB inh 4, Gli-Sufu block 3, XBP1 UPR activ -4, CCR6 antagonist 4, 697 NFkB inh 16, Mdm2-MdmX inh -5 and EBI2 block -13.
`Cc1ccccc1NC(=O)/C=C/c1cccs1` gave CXCR6 block -5, CHOP UPR activ 3.4, Jurkat NFkB inh -72, Gli-Sufu block -81, XBP1 UPR activ 2, CCR6 antagonist 3, 697 NFkB inh -81, Mdm2-MdmX inh -39 and EBI2 block -10.
CN1c2ccc(C=O)c3c(C=O)ccc(c23)N(C)C1(C)C was read as CXCR6 block -8, CHOP UPR activ 2.9, Jurkat NFkB inh 5, Gli-Sufu block 21, XBP1 UPR activ 1, CCR6 antagonist 0, 697 NFkB inh 14, Mdm2-MdmX inh 47 and EBI2 block 1.
`Cc1ccc(S(=O)(=O)N2CC=C(c3c(C)n(C)c4ccccc34)CC2)cc1` gave CXCR6 block -6, CHOP UPR activ -0.4, Jurkat NFkB inh -4, Gli-Sufu block 2, XBP1 UPR activ -2, CCR6 antagonist -2, 697 NFkB inh 1, Mdm2-MdmX inh 11 and EBI2 block 11.

In the list so far, these contain an aryl thioether with sulfur outside any ring.
Screening C=COC(=O)CSc1snc(SCC(=O)OC)c1C#N returned CXCR6 block -1, CHOP UPR activ -1.9, Jurkat NFkB inh -12, Gli-Sufu block -3, XBP1 UPR activ 0, CCR6 antagonist -26, 697 NFkB inh -5, Mdm2-MdmX inh -14 and EBI2 block -5.
`CCCn1c(SCC(=O)NCc2ccco2)nnc1-c1ccncc1` gave CXCR6 block -2, CHOP UPR activ -0.2, Jurkat NFkB inh -14, Gli-Sufu block 3, XBP1 UPR activ -3, CCR6 antagonist 0, 697 NFkB inh -25, Mdm2-MdmX inh -8 and EBI2 block -2.
For Nc1cccnc1Sc1ccc([N+](=O)[O-])cn1 the results were CXCR6 block -6, Gli-Sufu block -9, CCR6 antagonist -1 and EBI2 block -15.

Following part:
For O=C(CCc1nnc2n(Cc3ccc(F)cc3)c(=O)c3ccccc3n12)NCCCN1CCOCC1 the results were CXCR6 block 0, CHOP UPR activ -3.0, Jurkat NFkB inh -3, Gli-Sufu block 1, XBP1 UPR activ -10, CCR6 antagonist 3, 697 NFkB inh -23, Mdm2-MdmX inh -2 and EBI2 block -6.
Screening CC(C)C(=O)N1CCN(c2ccccc2NC(=S)NC(=O)Cc2ccccc2)CC1 returned CXCR6 block 1, CHOP UPR activ 0.8, Jurkat NFkB inh 8, Gli-Sufu block 27, XBP1 UPR activ -1, CCR6 antagonist -18, 697 NFkB inh -8, Mdm2-MdmX inh 16 and EBI2 block 12.
`Cc1cc(C)c(NC(=O)Cn2nnc(C(=O)Nc3ccc(F)cc3F)c2N)c(C)c1` gave CXCR6 block 3, CHOP UPR activ 0.5, Jurkat NFkB inh -4, Gli-Sufu block 2, XBP1 UPR activ -2, CCR6 antagonist -1, 697 NFkB inh 6, Mdm2-MdmX inh 50 and EBI2 block 3.
For Cc1nnn(C23CC4CC(CC(CC(=O)Nc5ccc(C)c(C)c5)(C4)C2)C3)n1 the results were CXCR6 block 5, CHOP UPR activ -0.5, Jurkat NFkB inh -1, Gli-Sufu block -8, XBP1 UPR activ -2, CCR6 antagonist 6, 697 NFkB inh -24, Mdm2-MdmX inh 2 and EBI2 block 3.
For COc1ccc(C2NC(Cc3ccccc3)(C(=O)O)C3C(=O)N(c4ccccc4OC)C(=O)C23)cc1 (configuration not stated) the results were CXCR6 block 6, CHOP UPR activ 2.4, Jurkat NFkB inh 8, Gli-Sufu block -1, XBP1 UPR activ 0, CCR6 antagonist 14, 697 NFkB inh 17, Mdm2-MdmX inh -10 and EBI2 block -2.
`CC(C)OC(=O)c1c(F)c(F)c(N2CCOCC2)c(F)c1F` gave CXCR6 block -16, CHOP UPR activ 0.6, Jurkat NFkB inh 2, Gli-Sufu block -17, XBP1 UPR activ 1, CCR6 antagonist 19, 697 NFkB inh -4, Mdm2-MdmX inh 14 and EBI2 block -5.
Screening CCN1CCN(c2cc(C)c3cc(NC(=O)c4cc(OC)cc(OC)c4)ccc3n2)CC1 returned CXCR6 block 12, CHOP UPR activ 8.3, Jurkat NFkB inh -8, Gli-Sufu block -10, XBP1 UPR activ 5, CCR6 antagonist 23, 697 NFkB inh -16, Mdm2-MdmX inh 36 and EBI2 block 4.
`O=C(CSc1cc(Cl)ccc1Cl)NCC1CCCO1` (configuration not stated) gave CXCR6 block -6, CHOP UPR activ -0.7, Jurkat NFkB inh -1, Gli-Sufu block -4, XBP1 UPR activ -1, CCR6 antagonist -3, 697 NFkB inh 16, Mdm2-MdmX inh -13 and EBI2 block 5.
For CC1(C)CC2CC(C)(CN2C(=O)COC(=O)c2n[nH]c(=O)c3ccccc23)C1 (configuration not stated) the results were CXCR6 block 2, CHOP UPR activ 1.1, Jurkat NFkB inh -6, XBP1 UPR activ 2, CCR6 antagonist 10, 697 NFkB inh 6, Mdm2-MdmX inh 14 and EBI2 block 2.
Screening Cc1ccc(S(=O)(=O)N(C)C)cc1NC(=O)CCNC(=O)c1ccccc1Cl returned CXCR6 block 0, CHOP UPR activ 1.0, Jurkat NFkB inh -2, Gli-Sufu block -7, XBP1 UPR activ -1, CCR6 antagonist 14, 697 NFkB inh -44, Mdm2-MdmX inh -12 and EBI2 block 0.
CCOc1cc(/C=N\NC(=O)Cn2nc([N+](=O)[O-])cc2C)ccc1OCc1cccc2ccccc12 was read as CXCR6 block -6, CHOP UPR activ 4.3, Jurkat NFkB inh -2, Gli-Sufu block -9, XBP1 UPR activ 4, CCR6 antagonist 3, 697 NFkB inh 4, Mdm2-MdmX inh -2 and EBI2 block -16.
For O=C(CSc1ccccn1)c1ccc(F)cc1 the results were CXCR6 block 4, CHOP UPR activ 1.7, Jurkat NFkB inh -32, Gli-Sufu block -34, XBP1 UPR activ 2, CCR6 antagonist 4, 697 NFkB inh -18, Mdm2-MdmX inh -1 and EBI2 block -3.
Cc1ccc(NC(=O)C(C)Sc2nc(=O)cc(N)n2-c2ccccc2)cc1 (configuration not stated) was read as CXCR6 block 0, CHOP UPR activ -1.2, Jurkat NFkB inh -16, Gli-Sufu block -25, XBP1 UPR activ 0, CCR6 antagonist -5, 697 NFkB inh -28, Mdm2-MdmX inh 5 and EBI2 block 6.
